Compound activity as filed in PubChem.
NALP3 yeast inh – NALP3 inhibition in yeast. Yeast reconstituted NLRP3/ASC/caspase-1, beta-gal luminescence, 24 h. inhibition, % at 10 µM. 330,000 compounds, 0.39% hits. AID 2825;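 active = inhibition of 50% or more; inactive = inhibition below 50%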;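 also: plate controls were induced DMSO wells for no effect and uninduced yeast grown without galactose for full effect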
ATG4B inhibitor – inhibitors of human ATG4B cysteine protease. inhibition, % at 8.33 µM. ATG4B cleavage of LC3-PLA2, NBD-HPC fluorescence, 1 h. Q9Y4P1. 340,000 compounds, 0.51% hits. AID 504462; in the data active = inhibition above about 40%
TIM10 inh – growth inhibitors of TIM10 yeast strain; S. cerevisiae TIM10 strain growth, BacTiter-Glo luminescence, 24 h; inhibition, % at 10 µM; 330,000 compounds, 1.4% hits;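 active = inhibition of 40% or more at the single tested concentration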;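 also: wild-type TIM10 isogenic control strain grown at permissive 25 °C; 0% = DMSO yeast wells and 100% = minimal medium wells without yeast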
tim10-1 inh – inhibits growth of tim10-1 mutant yeast | S. cerevisiae tim10-1 ts strain growth, BacTiter-Glo, 24 h | inhibition, % at 20 µM | 330,000 compounds, 2.2% hits | AID 463190;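 active = inhibition of at least 40%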;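 also: mutant grown at 25 °C; 0% = DMSO wells with yeast and 100% = wells holding no yeast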
hIAP block – human IAP inhibition | inhibition, % at 10 µM | 330,000 compounds, 0.12% hits | P09923 | purified IAP, CDP-Star luminescence, 30 min;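 active = inhibition reaching a set limit with compound at 10 µM in the primary screen, cut at about 35% in these data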;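 also: plate controls were DMSO wells with enzyme for no effect and no-enzyme buffer wells for full effect; values of inactives mirror those of a sister screen read the other way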
hIAP act – increases human intestinal alkaline phosphatase activity; 330,000 compounds, 0.16% hits; P09923; activation factor at 10 µM; purified human IAP, CDP-Star luminescence, 30 min; stronger effect = higher value; 1 = vehicle-only enzyme, 0 = enzyme-free background;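 active = activation factor of the enzyme at least 2-fold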; also: the source names both 10 and 20 µM as test concentration; values of inactives mirror those of a sister screen read the other way
Apaf-1 inh – blocks human Apaf-1 apoptosome activity. O14727. reconstituted apoptosome caspase-3 activity, DEVD-Rh110 fluorescence. inhibition, % at 20 µM. 330,000 compounds, 0.71% hits. AID 489030; active = inhibition of at least 40% at 20 µM;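 also: plate controls were DMSO wells for no effect and DEVD-CHO caspase inhibitor wells for full effect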
Target sequence (O14727 whole entry, looked up): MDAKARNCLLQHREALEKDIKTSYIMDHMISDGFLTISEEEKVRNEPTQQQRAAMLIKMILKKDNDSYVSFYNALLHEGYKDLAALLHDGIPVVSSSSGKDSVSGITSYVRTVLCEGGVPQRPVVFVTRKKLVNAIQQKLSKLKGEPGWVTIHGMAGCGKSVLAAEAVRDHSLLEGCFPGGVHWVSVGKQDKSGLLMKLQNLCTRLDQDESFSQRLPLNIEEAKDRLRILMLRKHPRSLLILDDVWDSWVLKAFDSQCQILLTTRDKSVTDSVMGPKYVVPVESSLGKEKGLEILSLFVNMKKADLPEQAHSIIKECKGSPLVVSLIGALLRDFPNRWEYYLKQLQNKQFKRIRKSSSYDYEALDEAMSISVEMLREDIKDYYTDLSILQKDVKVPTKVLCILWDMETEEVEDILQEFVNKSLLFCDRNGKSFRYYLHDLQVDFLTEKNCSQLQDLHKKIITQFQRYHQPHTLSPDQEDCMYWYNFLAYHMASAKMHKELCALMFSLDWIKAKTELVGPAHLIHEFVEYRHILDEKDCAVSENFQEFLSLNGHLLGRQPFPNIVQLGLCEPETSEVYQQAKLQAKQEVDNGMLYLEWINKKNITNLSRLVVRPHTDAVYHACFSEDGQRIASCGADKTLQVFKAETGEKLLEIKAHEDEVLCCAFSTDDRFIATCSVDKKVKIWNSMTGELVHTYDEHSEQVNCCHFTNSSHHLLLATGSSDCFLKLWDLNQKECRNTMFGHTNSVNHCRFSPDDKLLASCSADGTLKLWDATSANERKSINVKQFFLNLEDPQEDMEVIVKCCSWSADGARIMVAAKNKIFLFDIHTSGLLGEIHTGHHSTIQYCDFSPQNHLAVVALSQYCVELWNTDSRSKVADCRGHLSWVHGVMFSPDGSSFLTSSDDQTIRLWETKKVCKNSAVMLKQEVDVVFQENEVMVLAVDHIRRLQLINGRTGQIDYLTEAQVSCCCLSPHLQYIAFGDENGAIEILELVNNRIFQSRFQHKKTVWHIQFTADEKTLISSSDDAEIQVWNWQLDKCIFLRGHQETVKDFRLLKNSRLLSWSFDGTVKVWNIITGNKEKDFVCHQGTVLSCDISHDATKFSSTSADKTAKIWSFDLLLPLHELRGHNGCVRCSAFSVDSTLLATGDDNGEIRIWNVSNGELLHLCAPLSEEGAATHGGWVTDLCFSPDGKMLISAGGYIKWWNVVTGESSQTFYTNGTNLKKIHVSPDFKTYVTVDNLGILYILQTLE
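Material: biochemical Apaf-1 apoptosome reconstitution. Medium: Hepes buffer, pH 7.5. Also added: cytochrome c activation, bis-DEVD rhodamine 110 substrate. Timing: 30 min compound preincubation, 50 min activation, room temperature. Measured by: rhodamine 110 fluorescence at Ex 480/Em 540 nm.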
mIAP activ – increases mouse intestinal alkaline phosphatase activity; muIAP, CDP-Star luminescence, 30 min; stronger effect = higher value; 1 = vehicle-only enzyme signal, 0 = enzyme-free wells; activation factor at 10 µM; 330,000 compounds, 0.24% hits; AID 2805;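 active = activation factor of at least 2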; also: the source names both 10 and 20 µM as test concentration; values of inactives mirror those of a sister screen read the other way
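also added = chemiluminescent substrate CDP-Star | test system = mouse IAP enzyme | signal = chemiluminescence readout | compound = DMSO-dissolved test compounds | incubation = 30 min at room temperature | benchmarks = DMSO wells, no-enzyme wells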
mIAP inh – mouse IAP inhibition; purified mouse IAP, CDP-Star luminescence, 30 min; inhibition, % at 10 µM; 330,000 compounds, 0.2% hits; AID 2806;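 active = inhibition of at least 40% at 10 µM in the primary screen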;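 also: plate controls were DMSO with enzyme for no effect and no enzyme wells for full effect; values of inactives mirror those of a sister screen read the other way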
Starred values were filed as active, the others as inactive; · = no result given.

SMILES	NALP3 yeast inh	ATG4B inhibitor	TIM10 inh	tim10-1 inh	hIAP block	hIAP act	Apaf-1 inh	mIAP activ	mIAP inh
O=C(NN1CCOCC1)c1cc(-c2ccccc2)nc2ccccc12	8.3	-16.2	1.6	6.6	0.9	0.991	-9.1	1.03	-2.7
COCCN(C(=O)COC(=O)CCc1nc2ccccc2s1)c1c(N)n(Cc2ccccc2)c(=O)[nH]c1=O	9.5	0.2	8.5	-1.2	-0.6	1.01	1.9	1.03	-3.3
O=C(CSc1nncc2ccccc12)Nc1cccc(C(=O)O)c1	2.1	0.1	-5.4	-10.3	-7.2	1.07	-11.5	0.893	10.7
COc1cccc(CNC(=O)Cc2ccc(-n3c(=O)[nH]c4ccccc4c3=O)cc2)c1	7.6	-0.1	9.3	10.3	0.2	0.998	-10.7	0.961	3.9
COc1cc(C(=S)N(C)C)ccc1O	0.1	-1.8	0.5	-9.0	-23.6	1.24	-15.1	0.857	14.3
O=C(COc1ccccc1)N1CCN(S(=O)(=O)c2cccc([N+](=O)[O-])c2)CC1	10.4	-3.9	2.8	15.3	10.1	0.899	2.5	1.07	-7.1
O=C(Nc1ccccc1C(=O)N1CCOCC1)C1CC(=O)N(C2CCCC2)C1 (centres undefined)	-12.8	11.6	-3.7	1.8	11.1	0.889	-6.4	1.01	-0.6
COc1ccc(CC(=O)Oc2ccc(Cl)cc2Br)cc1S(=O)(=O)N1CCOCC1	22.5	-4.8	-0.3	2.7	6.4	0.936	26.2	0.951	4.9
COc1ccc(N2CCN(CC(=O)N3N=CCC3c3ccccc3)CC2)cc1 (centres undefined)	12.6	-2.4	8.4	14.3	-16.2	1.16	4.7	0.875	12.5
C/C(=N\NC(=O)C1(C)CC1(Br)Br)c1ccc([N+](=O)[O-])cc1 (centres undefined)	9.6	0.5	7.3	8.5	-10.6	1.11	20.2	0.909	9.1
COc1ccc2ccc(O)c(CN3CCN(S(=O)(=O)c4cccc(C(F)(F)F)c4)CC3)c2c1	-9.3	-10.5	19.3	29.1	-3.3	1.03	19.1	0.93	7.0
CCOc1cc(-c2nn3cnnc3s2)cc(OCC)c1OCC	-2.9	-19.2	9.3	8.7	0.2	0.998	1.4	0.964	3.6
O=[N+]([O-])c1cccc(CN2C[C@@]34C=C[C@@H](C[C@@H]3S2(=O)=O)O4)c1	18.6	0.1	-5.0	0.8	17.7	0.823	-8.8	1.09	-9.5
COc1ccc(C(=O)Nc2cccc(C)c2)cc1	29.9	-7.1	4.0	-9.4	-14.7	1.15	-7.1	0.998	0.2
CN(CC#CC1(O)c2ccccc2-c2ccccc21)Cc1ccccc1	15.7	2.8	-18.7	-2.9	-5.2	1.05	20.0	1.03	-3.1
Cc1ccc(S(=O)(=O)N2CCC(C(=O)Nc3ccc4c(c3)OCO4)CC2)cc1	-0.2	-6.3	-5.9	9.4	-12.9	1.13	9.8	1.2	-19.5
Cc1nc([N+](=O)[O-])c(N2CCN(C)CC2)n1Cc1ccccc1	13.4	-11.5	-9.3	12.5	5.3	0.946	-3.6	0.937	6.3
Cc1cc(-c2ccccc2)nc(N(C)NC(=O)c2c(F)cccc2F)c1S(C)(=O)=O	9.0	-14.1	-3.5	20.6	13.9	0.861	1.2	0.993	0.7
CC(C)CN(C(=O)CSc1nnc(-c2cccs2)n1N)c1c(N)n(Cc2ccccc2)c(=O)[nH]c1=O	9.3	-11.5	-1.9	-9.1	6.4	0.936	2.4	0.939	6.1
Cc1cc(C(=O)COc2cc(F)ccc2[N+](=O)[O-])c(C)n1CC1CCCO1 (centres undefined)	12.3	-1.6	15.7	15.2	8.1	0.919	-5.1	0.946	5.4
Cn1c(CNS(=O)(=O)c2cccc(Cl)c2)cc(=O)n(C)c1=O	3.7	-3.6	4.0	-6.7	22.4	0.776	3.7	0.959	4.1
CCNc1nc(NCC)nc(Oc2ccc(N)cc2)n1	16.1	-2.2	6.6	4.0	8.9	0.911	-5.9	0.969	3.1
O=C(OCC(=O)N1CCCCCC1)c1cccnc1Cl	6.0	0.8	-6.7	-16.4	4.4	0.956	-9.8	0.979	2.1
O=S(=O)(Oc1ccccc1C(=S)N1CCOCC1)c1ccc(Cl)cc1	19.0	2.2	-4.2	14.9	-2.2	1.02	8.4	0.947	5.3
CCCCn1nc(C(=O)N(C)CC(=O)Nc2ccc(F)c(F)c2F)ccc1=O	1.0	-1.3	-7.4	1.3	4.4	0.956	-5.4	0.945	5.5
CCOC(=O)N1CCC(NC(=O)c2oc3c(F)cccc3c2C)CC1	10.2	-4.0	14.5	26.8	-5.6	1.06	13.8	1.01	-0.7
COc1cc(NC(=O)CN2C(=O)C(C)N(c3ccc(C)cc3)C2=O)cc(OC)c1 (centres undefined)	7.5	-12.9	8.8	-12.7	0.5	0.995	7.9	1.19	-18.6
O=S(=O)(c1ccc(Br)cc1)N1CCCC1	5.8	-3.1	-0.1	12.8	-8.5	1.08	-2.5	1.05	-4.6
CCN1C(=O)N/C(=C/c2ccc(Sc3ccc(C)cc3)o2)C1=O	12.2	-2.8	0.1	8.0	3.3	0.967	19.3	0.938	6.2
Cc1cccc(CNC(=O)CCn2ccc3cc(S(=O)(=O)N4CCCC4)ccc32)c1	-12.7	-5.6	8.0	23.8	-12.4	1.12	-7.5	1.06	-5.9

5 compounds from above, sorted by SMILES length, largest number first:
SMILES	NALP3 yeast inh	ATG4B inhibitor	TIM10 inh	tim10-1 inh	hIAP block	hIAP act	Apaf-1 inh	mIAP activ	mIAP inh
O=[N+]([O-])c1cccc(CN2C[C@@]34C=C[C@@H](C[C@@H]3S2(=O)=O)O4)c1	18.6	0.1	-5.0	0.8	17.7	0.823	-8.8	1.09	-9.5
COc1cccc(CNC(=O)Cc2ccc(-n3c(=O)[nH]c4ccccc4c3=O)cc2)c1	7.6	-0.1	9.3	10.3	0.2	0.998	-10.7	0.961	3.9
Cn1c(CNS(=O)(=O)c2cccc(Cl)c2)cc(=O)n(C)c1=O	3.7	-3.6	4.0	-6.7	22.4	0.776	3.7	0.959	4.1
CCN1C(=O)N/C(=C/c2ccc(Sc3ccc(C)cc3)o2)C1=O	12.2	-2.8	0.1	8.0	3.3	0.967	19.3	0.938	6.2
O=C(OCC(=O)N1CCCCCC1)c1cccnc1Cl	6.0	0.8	-6.7	-16.4	4.4	0.956	-9.8	0.979	2.1

Later entries
SMILES	NALP3 yeast inh	ATG4B inhibitor	TIM10 inh	tim10-1 inh	hIAP block	hIAP act	Apaf-1 inh	mIAP activ	mIAP inh
CC(C)c1nc(N2CCOCC2)c(C#N)c2c1CCCC2	11.0	-8.6	2.8	33.9	2.4	0.976	19.9	1.05	-5.3
COc1ccc(CCNC(=O)C2CCCN(S(=O)(=O)N3CC(C)CC(C)C3)C2)cc1OC (centres undefined)	-10.6	6.5	9.9	-5.0	-17.5	1.18	-14.9	0.903	9.7
Cn1c(=O)c2c(ncn2CC(=O)N2CCc3ccccc3C2)n(C)c1=O	19.4	5.0	6.1	-2.7	-10.4	1.1	6.6	0.918	8.2
O=C(NCCCn1ccnc1)c1cc2nc(-c3ccc(Br)cc3)cc(C(F)(F)F)n2n1	22.1	-13.9	21.5	28.1	5.2	0.948	6.4	0.938	6.2
c1ccc2c(CNc3ccc(CNc4ncn[nH]4)cc3)cccc2c1	14.7	-7.9	10.4	16.2	-41.7	1.42	1.7	0.873	12.7
COC(=O)/C=c1/s/c(=C(\C#N)C(=O)NCc2ccco2)n(-c2ccccc2)c1=O	7.2	-2.3	12.3	16.3	-8.6	1.09	7.9	0.884	11.6
C=CCNC(=O)COC(=O)COc1ccc(Cl)cc1C	5.7	-6.7	12.5	1.2	13.9	0.861	5.1	1.09	-9.5
O=C(c1ccco1)N1CCN(C(=O)c2ccc(CS(=O)c3cccc(Cl)c3)o2)CC1 (centres undefined)	8.2	-6.7	-5.2	6.2	23.4	0.766	-13.4	0.978	2.2
COc1ccc(CNC(=O)C(C)c2ccc([N+](=O)[O-])cc2)cc1 (centres undefined)	28.3	-1.2	-4.6	24.3	-5.7	1.06	4.8	1.02	-2.0
Cc1ccc(NCCC(=O)c2cccc([N+](=O)[O-])c2)cc1	-4.0	4.1	15.3	35.0	15.3	0.847	-1.7	0.941	5.9
CCn1cc(C(=O)NCc2cccs2)c(=O)c2cc(S(=O)(=O)N3CCOCC3)ccc21	1.3	-0.7	-4.8	5.3	8.9	0.911	-12.3	0.934	6.6
Cc1nn2c(N3CCOCC3)cc(C(C)(C)C)nc2c1-c1ccc(Cl)cc1	4.3	5.8	9.1	17.9	3.2	0.968	14.9	1.02	-2.0
O=C(CN1C(=O)C(c2ccc(F)cc2)=NC12CCCC2)Nc1ccc(F)cc1	13.3	1.3	4.2	10.2	5.3	0.947	3.0	0.944	5.6
O=C(CNC(=O)OCc1ccccc1)NC1CCCCCC1	19.2	0.0	-2.8	-0.3	-1.7	1.02	-3.0	1.07	-7.3
C=CCNC(=O)CN1CCC(O)(c2ccccc2)CC1	5.2	-3.5	-1.4	8.3	-12.9	1.13	-32.5	0.995	0.5
N#CC1(NC(=O)COC(=O)c2nccnc2N)CCCCC1	12.9	-9.5	-9.3	-14.7	9.2	0.908	-6.9	0.946	5.4
CCCCCOc1ccccc1C(=O)NCCCC(=O)O	-4.9	-5.6	0.9	12.0	9.6	0.904	-0.8	0.953	4.7
CN(C)CCNC(=O)C(=O)Nc1cc2c3c(c1)CCC(=O)N3CCC2	1.5	-4.8	1.9	16.0	17.2	0.828	4.8	0.976	2.4
CC(CN1CCC(n2nccc2NC(=O)C2CCCC2)CC1)c1ccccc1 (centres undefined)	12.5	-3.9	-15.2	-5.1	-23.4	1.23	-8.1	1.15	-14.7
CC(=O)N(Cc1ccc(Br)cc1)c1ccccc1C(=O)O	-6.5	-7.6	0.3	2.4	16.6	0.834	-19.4	0.952	4.8
COc1ccc2c(C)c(C(=O)N3CCN(Cc4ccccc4)CC3)oc2c1	31.9	2.0	3.2	34.5	30.7	0.693	15.6	0.929	7.1
COc1ccc(-n2nc(C(=O)NCC(=O)N3CCCCCC3)c3ccccc3c2=O)c(OC)c1	9.0	6.4	4.2	6.7	16.1	0.839	2.6	0.962	3.8
O=C(Nc1ccc2c(c1)OCO2)c1cnccn1	15.9	-3.7	4.2	4.9	-0.7	1.01	-11.4	0.922	7.8
O=C1CC2(CCCCC2)Oc2ccccc21	4.6	-11.7	11.6	11.4	14.5	0.855	-7.3	1.04	-3.7
CCN(CC(=O)Nc1ccc(N2CCOCC2)cc1)CC(=O)NC(C)(C)C	4.7	-5.9	5.2	10.6	-3.6	1.04	-2.3	1	-0.4
COc1ccc(/C=C2\NC(=O)C(C=NCc3ccccc3)=C2O)cc1	8.8	-8.9	-1.4	8.2	-13.1	1.13	16.6	1.1	-10.3
CC(=O)Nc1ccc(NC(=O)CSc2ccc(C)cc2)cc1	6.8	-5.5	12.4	17.7	-0.9	1.01	-4.6	1.07	-7.5
Cc1ccc2c(CNCc3ccco3)cc(=O)oc2c1	3.3	5.8	-14.9	13.4	13.8	0.862	-14.0	0.946	5.4
CCOC(=O)C1=CN(Cc2ccco2)S(=O)(=O)N(C)C1c1ccc(C(F)(F)F)cc1 (centres undefined)	·	5.9	9.3	29.3	·	·	12.5	1.06	-6.5
CCC(=O)c1ccc(OCC(=O)N(CC)CC2COc3ccccc3O2)cc1 (centres undefined)	23.3	3.5	9.1	18.9	2.6	0.974	4.5	0.96	4.0
